High-throughput results as filed in PubChem BioAssay.
GLP-1R inv ag: GLP-1 receptor (human) inverse agonism; P43220; HEK293 GLP-1R CRE-luciferase, luminescence, 24 h; GLP-1R form is constitutively active; Potency, µM (top dose mostly 38.3 µM), for the others: at the highest dose activity change, negative = inhibition, most hits filed as inhibitors; hit rate 1.6% among 410,000; AID 624417; also: potency is read from the fitted curve at half-maximal effect; % is scaled to controls: 0 for no effect and ±100 for the full control effect; nearly all actives have a fitted effect of over 55% in size
Target sequence (P43220 whole entry, looked up): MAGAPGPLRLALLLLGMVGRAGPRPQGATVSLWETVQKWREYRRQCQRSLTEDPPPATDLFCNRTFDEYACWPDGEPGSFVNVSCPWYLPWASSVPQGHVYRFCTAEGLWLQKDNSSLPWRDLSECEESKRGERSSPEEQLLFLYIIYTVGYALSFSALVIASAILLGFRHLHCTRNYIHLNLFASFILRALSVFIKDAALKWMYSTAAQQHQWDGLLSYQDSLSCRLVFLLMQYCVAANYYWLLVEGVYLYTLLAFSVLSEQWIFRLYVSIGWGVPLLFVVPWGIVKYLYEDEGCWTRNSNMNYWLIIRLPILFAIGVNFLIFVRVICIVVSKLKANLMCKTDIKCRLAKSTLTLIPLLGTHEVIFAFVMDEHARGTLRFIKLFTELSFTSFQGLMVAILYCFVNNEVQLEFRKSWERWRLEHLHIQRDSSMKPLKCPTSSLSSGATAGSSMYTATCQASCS
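Assay principle: reduced luminescence from a cAMP-responsive reporter in HEK293 cells co-expressing a constitutively active GLP-1R. Conditions: 24 hr compound incubation, 37 deg C, 5% CO2.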
aSyn rescue: inhibitors of alpha-synuclein toxicity in yeast | hit rate 0.14% among 370,000 | Potency, µM (titrated, usually from 46.1 µM), for the others: top-dose growth rescue (activation), actives largely listed as activators | AID 652106 | Yeast expressing alpha-synuclein, growth rescue, BacTiter-Glo, 24 h; also: potency is read from the fitted curve at half-maximal effect; % of control where 0% means no effect; nearly all actives have a fitted effect of over 65% in size
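Galactose-induced alpha-syn yeast (OD600=0.02, raffinose-pregrown) + pinned cpd, 24 hr, 30 deg C; growth by BacTiter-Glo luminescence. Growth restoration scores as activation.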
GLP-1R agonist: agonists of human GLP-1 receptor. Potency, µM (highest dose often 45.6 µM), for the others: top-dose activation, most hits filed as activators. hit rate 0.007% among 380,000. AID 624172. HEK293 GLP-1R CRE-luciferase, luminescence, 4-6 h; cells express a hypersensitive GLP-1R form; also: potency is read from the fitted curve at half-maximal effect; % of control where 0% means no effect
TDP-43 yeast inh: TDP-43 toxicity inhibition in yeast; TDP-43 expressing yeast growth rescue, BacTiter-Glo, 24 h; Potency, µM (titrated, usually from 46.1 µM), without a hit: at the top dose growth rescue (activation), usual class: activators; hit rate 1.8% among 410,000; also: potency is read from the fitted curve at half-maximal effect; % of control where 0% means no effect; nearly all actives have a fitted effect of over 50% in size
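Galactose-induced TDP-43 yeast, OD600=0.02, compound pinned; 24 hr, 30 deg C; BacTiter-Glo luminescence for growth. Inhibitors of TDP-43 toxicity read as activators.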
FUS suppressor: suppressors of FUS proteinopathy in yeast. S. cerevisiae FUS-expressing, growth rescue, OD600, 24 h. Potency, µM (titrated, usually from 76.6 µM), without a hit: top-dose growth rescue (activation), hits mostly activators. hit rate 0.24% among 390,000. AID 1347120;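 also: potency is read from the fitted curve at half-maximal effect; plate controls were DMSO vehicle for no effect and reference control for full effect; nearly all actives have a fitted effect of over 55% in size; some results filed as inactive show a strong effect at the top dose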
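Compound concentration series was pinned onto galactose-induced FUS-expressing yeast seeded at OD 0.005. Plates sat 24hr at 30C; absorbance at 600 nm gave growth. DMSO served as background control.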
PTHR1 ag: activates the human parathyroid hormone receptor PTHR1. Potency, µM (doses to about 115 µM), for inactives: at the top dose activation, actives largely listed as activators. Q03431. HEK293 GP2 PTHR1 cells, GloSensor cAMP luminescence, 1 h. hit rate 0.075% among 410,000; also: potency is read from the fitted curve at half-maximal effect; nearly all actives have a fitted effect of over 55% in size; some results filed as inactive show a strong effect at the top dose; inactives centre near -15; many of its hits are not listed in these tables
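HEK-293-derived GP2 cells expressing PTHR1 and a GloSensor cAMP reporter, 3,000/well, plated overnight, given luciferin plus IBMX (each 0.5 mM as added) for 1 h at 37 °C, then compound for 1 h at 37 °C. Luminescence was read after 15 min at room temperature.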
DRD3 antagonist: blocks the human D3 dopamine receptor; max response, negative = inhibition, %; hit rate 2.5% among 360,000; D3R cells, DiscoveRx beta-arrestin luminescence, antagonist mode; active compounds read low; P35462; in the data active = max response below about -50%; inconclusive = no clear call, values can overlap the other calls; also: % is scaled to controls: 0 for no effect and ±100 for the full control effect; mostly tested at two doses, the higher about 12 µM
Target sequence (P35462 whole entry, looked up): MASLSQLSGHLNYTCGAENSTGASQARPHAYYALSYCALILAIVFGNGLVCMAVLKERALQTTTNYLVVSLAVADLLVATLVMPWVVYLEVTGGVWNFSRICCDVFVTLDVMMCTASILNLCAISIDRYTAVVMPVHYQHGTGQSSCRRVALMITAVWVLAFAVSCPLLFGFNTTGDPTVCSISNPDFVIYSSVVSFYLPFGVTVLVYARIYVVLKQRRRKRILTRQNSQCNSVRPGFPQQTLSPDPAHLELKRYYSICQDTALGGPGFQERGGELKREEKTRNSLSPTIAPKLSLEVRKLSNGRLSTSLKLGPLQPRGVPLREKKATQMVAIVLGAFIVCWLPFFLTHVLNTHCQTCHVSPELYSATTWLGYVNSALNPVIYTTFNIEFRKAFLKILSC
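Cells plated overnight at 1500 cells/well, then exposed to library compounds with dopamine controls for 90 minutes at 37 degrees C. DiscoveRx reagent added for 30–60 minutes at room temperature; luminescence read, quantitative HTS format.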
Akt phos inh: blocks phosphorylation of Akt | Neuro2A IGF-stimulated pAkt S473 HTRF, 20 min; active compounds read low | activity change, % for hits at 50 µM | hit rate 0.32% among 360,000 | AID 651550; in the data active = activity change below about -80%; inconclusive = mostly about -51% to -80%; also: % is scaled to controls: 0 for no effect and ±100 for the full control effect
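Single-point screen (50 µM final compound) in Neuro2A cells stimulated 20 min with 6 nM IGF at 37 deg C. After lysis, Ser473-phosphorylated Akt read by HTRF (ex 330 nm, em 615/665 nm) as the 665/615 ratio.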
Abeta yeast res: restores growth of yeast expressing A-beta42 peptide; Potency, µM (titrated, usually from 46.1 µM), inactives show at the top dose growth rescue, hits mostly activators; yeast expressing A-beta42, growth rescue, OD600, 48 h; response scale: 0% DMSO, 100% iron-clioquinol control; hit rate 0.063% among 410,000; AID 1347071; also: potency is read from the fitted curve at half-maximal effect; nearly all actives have a fitted effect of over 55% in size
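Yeast growth medium received pinned compounds, then yeast cells expressing toxic A-beta were added; plates incubated at 30 C for 48 hr. Growth read as absorbance at 600 nm, normalized to DMSO and equimolar FeCl3 plus clioquinol controls.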
The depositor's hits bear a star; i = inactive; ? = inconclusive; . = no result given; [ ] = another dose, or the depositor's remark. Unless noted, calls follow the shape of the dose curve; as a rule, active = well fitted curve in the direction sought with a large enough effect; inconclusive = small, poorly fitted or top-dose-only effect, or another doubt; inactive = no such curve, though single readings can be large; an effect the other way counts as inactive or inconclusive. Not all compounds are listed; rates above refer to the full screens.

Values run as follows: DRD3 antagonist	TDP-43 yeast inh	Akt phos inh	Abeta yeast res	GLP-1R inv ag	PTHR1 ag	FUS suppressor	aSyn rescue	GLP-1R agonist
- CSC[C@H]1CN(c2ccc(Br)cc2)C(=O)[C@@H]1CC(=O)Nc1ccc(Br)cc1
 : -17.7	4.2%	i	16.5%	?	-7.4%	0.2%	14.9%	-3.5%
- COc1cc(-c2cnc3c(NC(C)=O)cc(-c4cccc(C(=O)NCCO)c4)cn23)cc(OC)c1OC
 : 38.8	24.3%	i	-4.3%	15.5%	i	2.7%	8.7%	19.4%
- O=C(Nc1ccc(NS(=O)(=O)c2ccccc2)cc1)c1ccccc1Cl
 : -15.1	-4.0%	i	13.5%	?	-41.9%[inhibitor]	-12.5%	3.4%	-0.3%
- N#C/C(=C\c1ccccc1OCc1ccc(C(=O)O)cc1)c1ccccc1
 : 5.1	7.1%	i	12.2%	24.7%	i	-3.1%	?	8.0%
- O=C(COC(=O)Cn1ccc(=O)[nH]c1=O)Nc1ccc(F)cc1
 : 9.9	22.5%	i	-1.1%	1.6%	-23.5%	-5.9%	-4.9%	-0.6%
- CCOC(=O)c1c(S(=O)(=O)N2CCC(C(=O)N3CCN(c4ccc(F)cc4)CC3)CC2)c(C)n(C)c1C
 : .	16.3%	.	2.5%	-11.9%	i	38.7%	.	.
- CCn1c(SCC(=O)O)nnc1-c1ccccc1OC
 : 12.7	-4.2%[0.397 µM]	i	5.5%	-10.8%	i	3.9%	3.0%	3.7%
- COc1ccc(C(=O)c2c[nH]c3ccccc23)cc1
 : 17.9	1.0%	i	-26.3%	-28.5%	-20.5%	2.2%	-10.7%	7.1%
- CCOc1ccc(/C=N/Nc2ccc(C(F)(F)F)cc2[N+](=O)[O-])cc1O
 : -17.0	14.9%	i	-0.8%	5.5%	i	-18.3%	-1.7%	-0.7%
- O=C(NS(=O)(=O)c1ccccc1)c1ccccc1
 : 0.3	2.1%	.	5.4%	1.7%	-18.0%	-10.2%	.	1.7%
- COc1cc(Cl)c(C)cc1Nc1ncnc2c1nc1n2CCCC1
 : .	0.0%	.	-5.7%	5.0%	13.0%	-8.3%	.	.
- CC1(Oc2ccc(CC#N)cc2)CCN(Cc2ccccc2OC(F)F)C1 (stereo unspecified)
 : -25.2	4.9%	i	-10.5%	-28.3%	i	12.9%	7.3%	11.7%
- CCOc1ccc(NC(=O)N2CCC(n3nnc4ccccc43)CC2)cc1
 : -16.8	-15.4%	i	-16.3%	0.7%	-11.8%	16.5%	-2.4%	7.7%
- OC(CNCCNc1ncccc1C(F)(F)F)COc1ccc(F)cc1 (stereo unspecified)
 : -11.3	10.7%	i	14.7%	?	i	6.3%	8.9%	-2.3%
- CCOC(=O)Cn1cnc(-c2ccc([N+](=O)[O-])cc2)c1
 : 3.3	3.1%	i	-0.3%	5.9%	i	-12.0%	0.2%	4.6%
- COC(=O)c1ccc(OCC(O)CN2C(=O)NC(C)(C)C2=O)cc1 (stereo unspecified)
 : 4.1	15.3%	i	8.7%	10.9%	-7.4%	.	0.9%	-2.7%
- COc1cccc(CNC(=O)Cn2cc3c(n2)-c2c(oc(C(=O)N4CCCC4)c2C)CC3)c1
 : .	29.5%	.	7.9%	1.5%	-20.4%	14.1%	.	.
- COc1cc(C(=O)N/N=C/c2ccc(OC)c(CN3CCN(c4ccc(F)cc4)CC3)c2)ccc1O
 : -74.9*	-7.9%	i	-5.0%	13.6%	-5.4%	8.0%	-8.4%	8.1%
- CC(C)(C)c1ccc(C(=O)Nc2nnc(Cc3c[nH]c4ccccc34)s2)cc1
 : 8.3	11.2%	i	11.5%	?	-34.4%	4.8%	1.1%	4.6%
- COC(=O)N1N=C(c2ccccc2)CC1(O)C(F)(F)F (stereo unspecified)
 : -11.5	1.9%	i	7.3%	5.5%	-7.1%[57.5 µM]	-31.6%	-8.2%	-1.7%
- Cc1ccc(S(=O)(=O)N2CCC(C(=O)NNC(=O)c3ccc(F)cc3)CC2)cc1
 : -12.8	13.9%[9.22 µM]	i	-7.0%	-3.6%[7.66 µM]	-12.6%	6.8%	-5.0%	2.2%
- O=C(NCCCN1CCCC1)c1ccc2c(c1)N(Cc1ccccc1)CCS2
 : ?	-25.4%	i	-16.3%	?	-21.2%	24.3%	10.6%	3.4%
- CSc1ncc(C(C)=O)c(C)n1
 : 13.5	10.7%	i	-6.7%	7.4%	i	-22.8%	1.5%	6.1%
- CCC(=O)Nc1nc(N)n(-c2ccccc2)n1
 : 2.0	21.0%	i	-2.6%	17.7%	i	1.3%	2.4%	1.8%
- CC(C)[C@H](N)c1nnc(SC/C=C/c2ccccc2)o1
 : 3.7	0.9%	i	-6.2%	-7.0%	-5.8%[57.5 µM]	7.4%	0.6%	8.6%
- Cc1ccc(S(=O)(=O)Cc2c(C)noc2C)cc1
 : -12.3	-25.2%	i	-7.6%	25.4%	-4.3%[57.5 µM]	9.0%	-3.8%	-14.3%
- O=C(c1ccccc1)N1CCN(c2ncccn2)CC1
 : 0.0	0.0%	i	-1.0%	16.7%	i	-16.3%	9.5%	1.2%
- Cc1cc(C(=O)Nc2c(F)cc(F)cc2Br)no1
 : -14.8	-16.3%	i	-19.4%	0.0%	i	37.0%	-4.8%	17.1%
- CC(=O)c1cc(F)c(N2CCCC2)cc1C
 : 61.3	0.9%	i	-3.1%[9.22 µM]	1.4%	i	-9.8%	15.1%	5.7%
- Cc1cccc(C)c1N1CCN(C(c2cc3ccccc3o2)c2nnnn2C(C)(C)C)CC1 (stereo unspecified)
 : -20.6	8.9%	i	-6.8%	?	-43.9%[inhibitor]	-11.2%	-11.1%	-1.5%
- Cc1nnc2n(-c3ccccc3)c(=O)c3ccccc3n12
 : -3.7	-5.8%	i	4.7%	15.1%	i	8.8%	-5.4%	9.6%
- CCCc1ccc(-c2cc(C(=O)Nc3ccc([N+](=O)[O-])cn3)c3ccccc3n2)cc1
 : 12.8	-22.2%	i	22.4%	-4.1%	i	34.1%	6.6%	-1.6%
- O=S(=O)(Nc1cccc(-n2cnnn2)c1)c1ccc(Cl)nc1
 : -1.8	16.1%	i	5.5%	4.9%	-2.0%	-4.8%	-5.3%	-7.0%
- O=C(CCNS(=O)(=O)c1ccccc1)OCc1nnc(-c2ccccc2)o1
 : -0.1	0.0%	i	2.2%	18.5%	12.0%	31.3%	-6.1%	2.9%
- Cc1ccc(NC(=O)Cc2ccc(-n3cccc3)cc2)c(C)c1
 : -16.0	1.7%	i	6.2%	0.2%	i	.	-1.3%	0.6%
- Cc1nn(CCc2nc(-c3ccco3)cs2)c2[nH]c(=O)cc(C(F)(F)F)c12
 : -3.6	-6.8%	i	-2.8%	5.1%	0.4%[57.5 µM]	25.1%	-15.7%	0.9%
- Cc1cccc(-n2c(SCC(=O)Nc3nonc3C)nnc2-c2ccoc2C)c1
 : 10.8	-13.7%	i	13.1%	-20.5%	-0.1%[57.5 µM]	20.5%	-2.2%	5.7%
- C/C(CC(=O)Nc1ccc([N+](=O)[O-])cc1)=N/NC(=O)C1CC12CCC2 (stereo unspecified)
 : -25.5	27.4%	i	2.5%	?	-12.4%	25.4%	-4.2%	12.0%
- CN(C(=O)c1ccc2nccnc2c1)C1CCCCC1
 : 1.4	4.7%	i	4.4%	16.6%	i	0.2%	-10.6%	11.6%
- COc1ccc(CCC(=O)Nc2ccc3c(c2)OCCO3)cc1
 : 15.1	6.6%	i	-13.5%	-10.1%	-10.7%	6.0%	-1.4%	-7.6%
- O=C(NCc1ccccc1CN1CCCC1)c1cccc(S(=O)(=O)Nc2ccc(F)cc2)c1
 : -18.4	-5.8%	i	-18.8%	?	-21.5%	-3.4%	-5.7%	3.8%
- Cc1ccc(S(=O)(=O)N2CCc3ccccc3CC2)cc1
 : -21.2	-22.4%	i	-6.5%	?	-13.4%	27.6%	1.7%	6.3%
- C[C@H](CO)N1C[C@H](C)[C@H](CN(C)Cc2ccncc2)OCc2ccccc2-c2c(n(C)c3ccccc23)C1=O
 : -2.3	-0.7%	i	-1.9%	-29.6%	i	6.6%	?	-4.2%
- CCOC(=O)C(Cc1c(F)cccc1F)(NC(C)=O)C(=O)OCC
 : 4.1	18.5%	i	-1.0%	-3.2%	-2.6%[57.5 µM]	29.1%	-4.6%	2.9%
- Cc1cc(OCC(=O)Nc2cc(-c3nc4ncccc4o3)ccc2C)ccc1Cl
 : .	12.7%	.	-9.2%	12.3%	i	-6.0%	.	.
- O=C(c1ccc(Cn2cnnn2)cc1)N1CCCC(Nc2ccc(F)cc2)C1 (stereo unspecified)
 : 7.5	6.5%	i	9.2%	5.2%	i	7.2%	-1.0%	0.8%
- Cc1ccc(C(=O)NCC(=O)OC(C)C(=O)Nc2ccc(N(C)C)cc2)s1 (stereo unspecified)
 : -2.7	-6.4%	i	-7.2%	11.5%	i	-5.3%	2.8%	-3.0%
- CN1CCc2nc3sc(C(=O)Nc4c(F)cccc4F)c(N)c3cc2C1
 : .	-31.1%[inhibitor]	.	-82.5%[inhibitor]	24.1%	-22.0%	-17.6%	.	.
- O=C(NCc1ccccc1)c1cc2ccc(O)cc2oc1=O
 : 22.4	?	i	-18.8%	8.2%	-48.4%[inhibitor]	-18.8%	-25.1%	-0.2%
- CCOC(=O)C1(CCc2ccccc2)CCN(C(=O)CCc2cnn(C)c2)CC1
 : -7.6	13.6%	i	-1.8%	25.9%	i	-6.9%	0.8%	4.5%
